Screening results (PubChem)
PGC1a acetyl inh = lowers PGC1a acetylation signal in U2OS cells | AlphaScreen anti-acetyl-lysine; with virally co-expressed GCN5 acetyltransferase | inhibition, % at 15.6 µM | hit rate 0.17% among 350,000 | AID 651687;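 active = every replicate shows inhibition of at least 40%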;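 note: 0% = neutral control wells and 100% = positive control wells; some results beyond the cut were filed as inactive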
PAX8 inh HTS = PAX8 transcriptional activity inhibition. RMG-I TPO-luciferase reporter, SteadyGlo, 24 h. AID 652154. hit rate 1.2% among 360,000. inhibition, % at 12.6 µM;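 active = mean replicate inhibition at least 60% with every replicate also reaching 60%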;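 note: luciferase light reporting Pax8 driven TPO promoter activity; plate controls were median of neutral control wells for no effect and mitoxantrone controls for full effect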
Casp6 inh = blocks human caspase-6 cleavage activity; purified caspase-6, Z-VEID-R110 cleavage fluorescence; AID 686996; inhibition, % at 12.5 µM; hit rate 0.53% among 350,000;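 active = mean inhibition across replicates at least about 35%, with every replicate also reaching that limit, limit read from the data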;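 note: 0% = median of neutral control wells and 100% = no fluorescence left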
Target sequence (P55212 24-179 limits assumed): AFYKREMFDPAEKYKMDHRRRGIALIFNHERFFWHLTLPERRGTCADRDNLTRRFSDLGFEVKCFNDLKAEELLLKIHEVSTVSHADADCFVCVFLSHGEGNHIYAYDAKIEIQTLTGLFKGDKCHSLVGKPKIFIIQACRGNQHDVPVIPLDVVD
Target sequence (P55212 194-293 limits assumed): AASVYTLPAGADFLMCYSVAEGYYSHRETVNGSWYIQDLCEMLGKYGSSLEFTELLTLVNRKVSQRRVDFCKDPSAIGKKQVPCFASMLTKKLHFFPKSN
FN deposition inh = fibronectin deposition inhibition; inhibition, % at 12.6 µM; AH1F fibroblasts, Alexa488-fibronectin deposition fluorescence, overnight; hit rate 0.086% among 350,000;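 active = mean inhibition across replicates of 30% or more, regardless of how many single replicates reach that level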;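 note: positive control wells lacked labelled fibronectin entirely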
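Measured by – fluorescence 485/525 nm · System – AH1F fibroblast monolayer, labelled fibronectin deposition · Amount – 10000 cells per well · Buffer or medium – serum-reduced DMEM (2% serum) · Doses – single dose, pinned · Also added – fluorescent fibronectin at 24 nM final · Schedule – 1 h cell attachment, overnight exposure to compound and label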
Cneo AK release = causes C. neoformans cell lysis; AID 651654; lysis activity, % at 15 µM; adenylate kinase release luminescence, 4 h; normalised: neutral wells 0, clomiphene wells 100; hit rate 0.2% among 360,000;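 active = mean lysis activity across replicates of at least 80%, whatever share of replicates individually reach that level; inactive = mean lysis activity below 80%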
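Material – log-phase Cryptococcus neoformans yeast cells · Input – 5 × 10^6 yeast cells/mL · Medium – fresh YPD growth medium · Doses – single compound concentration per well · Timing – static 4 h at 37 °C with compound, 1 h detection · Detection – adenylate kinase release luminescence · Read-out – signal increase indicating cell lysis · Control set – Clomiphene as positive lysis control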
EWS-Fli inh = inhibitors of EWS/Fli oncoprotein transcriptional activity; inhibition, % at 12.6 µM; AID 651661; A673 NR0B1-luciferase reporter, viability-normalised; hit rate 0.67% among 350,000;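 active = mean inhibition of at least 50% after viability correction, with every replicate also passing that limit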;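 note: firefly luciferase signal divided by Alamar Blue viability fluorescence both relative to DMSO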
LGR2 inh = Drosophila LGR2 receptor signaling inhibition. inhibition, % at 9.99 µM. hit rate 0.35% among 380,000. HEK293 LGR2, CRE-luciferase, bursicon-stimulated, 4 h;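 active = drop in luminescence signal, shown as inhibition above about 50% in the replicate tests, limit read from the data, passing the limit was not always enough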;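 note: agonist challenge used bursicon conditioned medium at about half maximal strength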
miR122 inh = miR-122 inhibition in Huh7 cells | Huh7 miR-122 Renilla luciferase sensor, 48 h; neutral wells = 0, positive control = 100 | hit rate 0.3% among 340,000 | activation (reporter increase), % at 12.5 µM;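 active = mean replicate activation score at least 90 and every replicate individually at or above 90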;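 note: higher luciferase means less miR-122 activity so hits act as miR-122 inhibitors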
The depositor's hits bear a star; · = not tested or not shown; & = joins results of further samples; [ ] = dose if it differs, or a comment.

#1 COc1ccc(-c2ccc(C(=O)Nc3ccc(Cl)cc3)c3occc23)c(C)c1
#2 COc1ccc(Cl)cc1Nc1ncnc2sc(C)c(S(=O)(=O)N3CCC(C)CC3)c12
#3 CC(C)CC(=O)N1CCN(c2ccc([N+](=O)[O-])c(NCc3ccccc3)c2)CC1
#4 CCN=C1SC(CC(=O)NC2CCCCC2)C(=O)N1CC (stereo unspecified)
#5 Cc1ccccc1OCC(=O)NNC(=O)CCc1ccccc1

Screen / compound no.	1	2	3	4	5
LGR2 inh	-34	-5	·	21	-2
PAX8 inh HTS	-233	9	20	·	-17
Casp6 inh	-2	·	·	1	-3
EWS-Fli inh	-133	·	·	·	-15
FN deposition inh	-7	6	-5	-7	7
miR122 inh	5	-3	-4	-9	2
Cneo AK release	1	3	0	0	1
PGC1a acetyl inh	10	-1	-10	9	0

#6 CSc1nsc(SCC(=O)Nc2ccc(C(N)=O)cc2)n1
#7 C[C@H]1CN([C@@H](C)CO)C(=O)CCCn2nncc2CO[C@@H]1CN(C)S(=O)(=O)c1cccc(F)c1
#8 O=C(CCC1CCCCC1)Nc1cccc(C(=O)Nc2ccc(C(=O)O)cc2)c1
#9 CCCN(C)C[C@H]1OCCCC[C@H](C)Oc2ccc(NS(=O)(=O)c3c(C)noc3C)cc2C(=O)N([C@H](C)CO)C[C@H]1C
#10 Cc1noc(C)c1S(=O)(=O)N(C)C[C@@H]1Oc2ccc(NC(=O)C3CCCCC3)cc2CC(=O)N([C@@H](C)CO)C[C@H]1C

Screen / compound no.	6	7	8	9	10
LGR2 inh	-7	-1&7	-25	-10	1
PAX8 inh HTS	-22	6&2	-152	8	·
Casp6 inh	-2	-4&1	1	1	2
EWS-Fli inh	-8	15&-8	9	4	22
FN deposition inh	7	-1&-10	-11	·	·
miR122 inh	-4	0	·	5[16.7 µM]	-3[16.7 µM]
Cneo AK release	1	1&0	0	0	-2
PGC1a acetyl inh	-1	6&1	·	-7	0

#11 O=C(CSc1nnc(-c2cccnc2)n1Cc1ccco1)N1c2ccccc2Sc2ccccc21
#12 C[C@H]1CN([C@@H](C)CO)S(=O)(=O)c2ccc(-c3ccncc3)cc2O[C@@H]1CN(C)Cc1cccnc1
#13 C[C@H]1CN(S(=O)C(C)(C)C)[C@H](CCO)/C1=C\CCO (stereo partly specified)
#14 COC(CNC(=O)c1ccc2c(=O)n(Cc3ccc4c(c3)OCO4)c(=S)[nH]c2c1)OC
#15 CCOc1ccc(-n2nnc3c(=O)n(CC(=O)N4CCCc5ccccc54)cnc32)cc1

Screen / compound no.	11	12	13	14	15
LGR2 inh	·	-1	1	0	4
PAX8 inh HTS	31	·	6	1	-12
Casp6 inh	·	-1	1	1	-1
EWS-Fli inh	·	-2	3	3	6
FN deposition inh	11	10	2	3	3
miR122 inh	9	0[16.7 µM]	-4	·	·
Cneo AK release	1	0	-4	-3	-2
PGC1a acetyl inh	·	4	3	·	·

#16 O=C(O)c1cc(N/N=C/c2ccc(-c3ccccc3)cc2)ccc1Cl
#17 O=C(Nc1ccc(F)cc1)N1CC(=O)N2[C@H](C1)[C@H](c1ccc(Br)cc1)[C@@H]2CO
#18 CC(=O)c1nc(N2C(=O)CC(Cc3cccc(C)c3)C2=O)sc1C (stereo unspecified)
#19 Cc1ccc(S(=O)(=O)CCC(=O)OCC(=O)N2CCc3ccccc32)cc1
#20 C[C@H]1CN([C@@H](C)CO)C(=O)CCCn2nncc2CO[C@@H]1CN(C)Cc1ccc(C(=O)Nc2ccccc2N)cc1

Screen / compound no.	16	17	18	19	20
LGR2 inh	-216	19	18	7	-14
PAX8 inh HTS	-48	-8	·	2	-1
Casp6 inh	15	0	1	1	-3
EWS-Fli inh	-47	-4	·	-2	7
FN deposition inh	1	·	·	5	9
miR122 inh	6	·	0	·	-1[16.7 µM]
Cneo AK release	-2	·	1	0	-3
PGC1a acetyl inh	-1	2	-2	·	9

#21 O=C(NCCN1CCCCC1)[C@@H]1[C@@H](CO)[C@@H]2Cn3c(cccc3=O)[C@@H]2N1Cc1ccccn1
#22 Cc1ccccc1S(=O)(=O)N(C)C[C@@H]1OCc2cnnn2CCCC(=O)N([C@@H](C)CO)C[C@@H]1C
#23 C[C@@H]1CN([C@@H](C)CO)C(=O)c2cc(NC(=O)Cc3cn(C)c4ccccc34)ccc2O[C@H]1CN(C)S(=O)(=O)c1cccs1
#24 Nc1nc(Nc2cccc(Cl)c2)nc(NCc2ccco2)c1[N+](=O)[O-]
#25 CC1(C(=O)Nc2ccc(Cl)c(Cl)c2)CCN1C(=O)C1CCCCC1 (stereo unspecified)

Screen / compound no.	21	22	23	24	25
LGR2 inh	-6	0&-2	-3	-34	·
PAX8 inh HTS	6	-2&-1&-4	·	-29	12
Casp6 inh	-1	2&0	0	4	9
EWS-Fli inh	-6	-6&3&-1	-9	-61	1
FN deposition inh	·	-7&11	·	4	·
miR122 inh	·	3	-1[16.7 µM]	·	1
Cneo AK release	0	-2&2	4	·	-1
PGC1a acetyl inh	·	4&5	-3	·	-11

#26 CCOC(=O)N1CCN(C(=O)CN(c2cccc(C)c2)S(=O)(=O)c2ccccc2)CC1
#27 O=C(c1c[nH]c(C(=O)N2CCN(c3ccccc3F)CC2)c1)c1cccc(Cl)c1Cl
#28 COC(=O)CSc1nc(NC#N)nc(NC(C)(C)C)n1
#29 O=C(O)C[C@@H]1CC[C@@H](NC(=O)c2ccccc2F)[C@H](CO)O1
#30 Cc1noc(C)c1NC(=O)Nc1ccc2c(c1)C(=O)N([C@H](C)CO)C[C@H](C)[C@@H](CN(C)C(=O)Nc1ccc(F)cc1)OCCCC[C@H](C)O2

Screen / compound no.	26	27	28	29	30
LGR2 inh	·	6	7	0	19
PAX8 inh HTS	6	22	7	-11	14
Casp6 inh	·	1	-4	1	-4
EWS-Fli inh	·	33	-1	-2	-4
FN deposition inh	·	-2	10	-2	-7
miR122 inh	-3	·	-6	·	2[16.7 µM]
Cneo AK release	-1	2	·	6	-3
PGC1a acetyl inh	2	9	-2	4	8

#31 COc1ccccc1C(=O)Nc1ccc2c(c1)OC[C@H](C)N(C(C)=O)C[C@H](C)[C@H](OC)CN(C)C2=O
#32 CC=Cc1ccc2n(c1=O)C[C@H]1[C@H](CO)[C@@H](C(=O)NCCCN3CCOCC3)[C@@H]2N1Cc1cocn1 (mixture of isomers)
#33 O=C(CN1CCCC1)Nc1ccc(S(=O)(=O)N2CCCCC2)cc1
#34 CN1C(=O)c2cc(NC(=O)c3cccs3)ccc2OC[C@@H]2O[C@H](CC(=O)NCC3CC3)CC[C@H]21
#35 CCOC(=O)Cc1c(C)nc2c(-c3cccc(Br)c3)c[nH]n2c1=O

Screen / compound no.	31	32	33	34	35
LGR2 inh	4	-3	1	-3	0
PAX8 inh HTS	4	·	-1	4	·
Casp6 inh	·	-1	-3	·	·
EWS-Fli inh	10	-2	10	5	·
FN deposition inh	8	·	-14	-4	·
miR122 inh	·	·	5	29[16.7 µM]	2
Cneo AK release	101*	1	0	-3	-6
PGC1a acetyl inh	-1	·	·	-1	-1

Fetched by compound from above:
#34 CN1C(=O)c2cc(NC(=O)c3cccs3)ccc2OC[C@@H]2O[C@H](CC(=O)NCC3CC3)CC[C@H]21
#1 COc1ccc(-c2ccc(C(=O)Nc3ccc(Cl)cc3)c3occc23)c(C)c1
#29 O=C(O)C[C@@H]1CC[C@@H](NC(=O)c2ccccc2F)[C@H](CO)O1
#11 O=C(CSc1nnc(-c2cccnc2)n1Cc1ccco1)N1c2ccccc2Sc2ccccc21
#9 CCCN(C)C[C@H]1OCCCC[C@H](C)Oc2ccc(NS(=O)(=O)c3c(C)noc3C)cc2C(=O)N([C@H](C)CO)C[C@H]1C
#16 O=C(O)c1cc(N/N=C/c2ccc(-c3ccccc3)cc2)ccc1Cl

Screen / compound no.	34	1	29	11	9	16
LGR2 inh	-3	-34	0	·	-10	-216
PAX8 inh HTS	4	-233	-11	31	8	-48
Casp6 inh	·	-2	1	·	1	15
EWS-Fli inh	5	-133	-2	·	4	-47
FN deposition inh	-4	-7	-2	11	·	1
miR122 inh	29[16.7 µM]	5	·	9	5[16.7 µM]	6
Cneo AK release	-3	1	6	1	0	-2
PGC1a acetyl inh	-1	10	4	·	-7	-1

More structures
#36 Cc1ccc(NC(=O)CSc2nnc(-c3ccncc3)o2)cc1
#37 CCc1ccc(/C=N/NC(=O)c2nnn(-c3nonc3N)c2CN2CCOCC2)cc1
#38 CCOC(=O)c1cc(CC)sc1NC(=O)COC(=O)c1cnccn1
#39 CC(C)[C@H](NC(=O)N1CC(=O)Nc2ccccc21)C(=O)N1CCC(C(=O)O)CC1
#40 COc1ccc(Cn2nnnc2C(c2ccccc2Cl)N2CCN(C)CC2)cc1 (stereo unspecified)

Screen / compound no.	36	37	38	39	40
LGR2 inh	·	13	-20	5	-1
PAX8 inh HTS	-21	-5	2	-18	·
Casp6 inh	·	-13	-1	-1	·
EWS-Fli inh	·	-2	-4	-2	·
FN deposition inh	3	-9	-2	-2	·
miR122 inh	-2	-4	0	·	-4
Cneo AK release	-3	-4	1	·	1
PGC1a acetyl inh	1	-1	·	·	-12

#41 Cc1ccc(-c2c3c(=O)n(C)c(=O)n(C)c3cn2-c2ccccc2O)cc1
#42 COc1ccc(C(O)CNc2ccc(C)cc2)cc1 (stereo unspecified)
#43 O=C(O)COc1ccc2occ(C(=O)c3ccccc3)c2c1
#44 O=C(c1cccc(F)c1)N1C[C@H]2[C@@H](c3ccccc31)[C@H](CO)N2C(=O)Cc1ccccc1
#45 C=CC[C@@H](CC(=O)NCCO)C(=O)N[C@H](C)COC(=O)[C@@H](CC=C)Cc1ccc(F)cc1

Screen / compound no.	41	42	43	44	45
LGR2 inh	·	·	·	4	5
PAX8 inh HTS	·	-29	·	-8	-15
Casp6 inh	·	·	·	0	-5
EWS-Fli inh	·	·	·	6	-2
FN deposition inh	-7	2	6	·	-6
miR122 inh	1	3	-9	-19[16.7 µM]	-14
Cneo AK release	-1	3	-1	-5	9
PGC1a acetyl inh	3	-3	3	-4	·

#46 CC(CNC(=O)c1ccco1)NC(=O)c1ccco1 (stereo unspecified)
#47 O=C(C1=C[C@@H](c2ccc(C(F)(F)F)cc2)C[C@@H](OCCCCO)O1)N1CCOCC1
#48 CCCNC(=O)[C@H]1[C@H](CO)[C@H]2Cn3c(ccc(-c4ccc(OC)cc4)c3=O)[C@H]2N1CC
#49 CN(C)CC(C)(C)CNS(=O)(=O)c1ccc(Cl)cc1
#50 COc1ccccc1CN(Cc1cccnc1)S(=O)(=O)c1ccc(-n2cnnn2)c(OC)c1
#51 O=C(c1ccc(Br)s1)N1CCN(Cc2ccc3c(c2)OCO3)CC1
#52 O=C(Nc1ccc(N2CCOCC2)cc1)c1ccc(S(=O)(=O)NCc2ccco2)cc1

Screen / compound no.	46	47	48	49	50	51	52
LGR2 inh	-11	-15	-5	6	4	·	-7
PAX8 inh HTS	9	-5	·	4	19	·	-7
Casp6 inh	2	-1&2	-4	7	-1	·	-1
EWS-Fli inh	-1	-5&-12	-8	8	2	·	-9
FN deposition inh	0	0	·	-5	5	-4	-7
miR122 inh	-1	2	·	-2	41	-2	5
Cneo AK release	0	0&6	·	0	0	-2	3
PGC1a acetyl inh	0	-3&-21	5	·	-12	6	3
